MCF10A rerep = A quantitative high throughput screen for small molecules that induce DNA re-replication in MCF 10a normal breast cells | Potency, µM (series often up to 46.1 µM), without a hit: top-dose activity, positive = re-replication, usual class: activators | 350,000 tested, 2.9% active | MCF 10A DNA re-replication, Hoechst nuclear intensity, 48 h; also: potency is read from the fitted curve at half-maximal effect; % of control where 0% means no effect; nearly all actives have a fitted effect of over 50% in size
HT1080 IDH1KD tx = qHTS for induction of synthetic lethality in tumor cells producing 2HG: qHTS for the HT-1080-IDH1KD cell line; HT-1080 IDH1 knockdown viability, ATP luminescence, 48 h; Potency, µM (top dose mostly 46.1 µM), for the others: at the highest dose activity, negative = toxicity, most hits filed as cytotoxic; 360,000 tested, 2% active; AID 686971, 2013;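 also: potency is read from the fitted curve at half-maximal effect; 0% = DMSO wells and -100% = cell-free medium wells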
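After a 2 h attachment period, IDH1KD HT-1080 cells took pin-transferred compound for 48 h at 37 °C; ATP-based luminescence after 10 min room-temperature reagent incubation reported viability.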
KB-V1 MDR tox = qHTS assay for MDR1-selective chemotherapeutics: Primary screen using the drug-selected MDR subline cells KB-V1 | KB-V1 MDR cells viability, CellTiter-Glo, 72 h | Potency, µM (doses to about 46.1 µM), without a hit: top-dose activity change, negative = cytotoxicity, most hits filed as cytotoxic | 400,000 tested, 3.4% active | AID 1347076, 2019; also: potency is read from the fitted curve at half-maximal effect; % is scaled to controls: 0 for no effect and ±100 for the full control effect; nearly all actives have a fitted effect of over 60% in size
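Drug-selected KB-V1 cells, grown in DMEM lacking phenol red with 10% FBS, receive compound titrations; after three days at 37 degrees C, surviving cell ATP is quantified by CellTiter-Glo luminescence and responses normalized and curve-fitted.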
KB-3-1 cytotox = qHTS assay for MDR1-selective chemotherapeutics: Primary screen using the parental adenocarcinoma cell KB-3-1; AID 1347075, 2019; KB-3-1 viability, CellTiter-Glo ATP luminescence, 72 h; 400,000 tested, 1.4% active; Potency, µM (titrated, usually from 46.1 µM), without a hit: top-dose activity change, negative = cytotoxic, hits mostly cytotoxic; also: potency is read from the fitted curve at half-maximal effect; % is scaled to controls: 0 for no effect and ±100 for the full control effect; nearly all actives have a fitted effect of over 60% in size
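Cytotoxicity in the drug-sensitive parental line KB-3-1 was scored as loss of CellTiter-Glo luminescence following 72 h incubation with compound. Values come from curve fitting of normalized concentration-response data.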
HT1080NT lethal = qHTS for induction of synthetic lethality in tumor cells producing 2HG: qHTS for the HT-1080-NT fibrosarcoma cell line; 360,000 tested, 1.6% active; HT-1080-NT fibrosarcoma viability, CellTiter-Glo ATP luminescence, 48 h; Potency, µM (titrated, usually from 46.1 µM), for inactives: at the top dose activity, negative = less viability, most hits filed as cytotoxic;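 also: NT is the 2HG producing partner of a matched IDH1 knockdown line; potency is read from the fitted curve at half-maximal effect; 0% = DMSO-treated cells and -100% = media-only wells without cells; nearly all actives have a fitted effect of over 55% in size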
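750 cells/well, RPMI + 5% FBS; 2 h settle, compound pin-transfer, 48 h at 37 degrees C. CellTiter-Glo 10 min RT, luminescence. Normalized to DMSO and media-only wells.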
S2 tox = Viability Counterscreen for Primary qHTS for Inhibitors of ATXN expression | Potency, µM (doses to about 56.7 µM), hits mostly cytotoxic | S2 cells (HEK-293 line with an ATXN2-luciferase reporter) viability, CellTiter-Fluor protease fluorescence, 24 h | 400,000 tested, 0.49% active; also: potency is read from the fitted curve at half-maximal effect; nearly all actives have a fitted effect of over 40% in size
IL1B secr inh = qHTS for Inhibitors of Inflammasome Signaling: IL-1-beta AlphaLISA Primary Screen; THP-1 LPS/ATP IL-1B secretion, AlphaLISA, 16 h; stronger effect = lower value; activity change, % at 57.5 µM; 360,000 tested, 4.7% active; AID 743279, 2014; in the data active = activity change below about -50%; inconclusive = mostly about -30% to -49%; also: % is scaled to controls: 0 for no effect and ±100 for the full control effect
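Secreted IL-1B measured by AlphaLISA bead assay after 16 h compound exposure of THP-1 cells; compounds (final up to 57.5 uM) added 1 h before LPS (250 ng/mL) and ATP (1.25 mM) stimulation; lower signal means less secretion.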
ATXN2 expr inh = Primary qHTS for Inhibitors of ATXN expression | HEK-293 ATXN2-luciferase reporter, luminescence, 24 h | Potency, µM (series often up to 57 µM), for the others: at the highest dose activity change, negative = inhibition, actives largely listed as inhibitors | 360,000 tested, 0.72% active | AID 1745845, 2022; also: potency is read from the fitted curve at half-maximal effect; % is scaled to controls: 0 for no effect and ±100 for the full control effect; nearly all actives have a fitted effect of over 55% in size
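qHTS (up to 57 uM final) was run with 24 h compound exposure of reporter cells at 37 °C. Each well was multiplexed: SteadyGlo luminescence measured ATXN2-luciferase expression after a fluorogenic Gly-Phe-AFC viability readout (25 uM final).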
SW480 rereplic = A quantitative high throughput screen for small molecules that induce DNA re-replication in SW480 colon adenocarcinoma cells; SW480 DNA re-replication, Hoechst DNA content imaging, 48 h; Potency, µM (series often up to 46.1 µM), for inactives: at the highest dose re-replication activation, most hits filed as activators; 340,000 tested, 1.8% active; also: potency is read from the fitted curve at half-maximal effect; % of control where 0% means no effect; nearly all actives have a fitted effect of over 55% in size
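Treated cells incubate 48 hr (37 C, 5% CO2), are stained 40 min with Hoechst, and nuclear fluorescence is enumerated; a rise in nuclei with high DNA signal marks re-replication.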
An asterisk follows results filed as active; i = inactive; ? = inconclusive; / = not tested or not shown; [ ] = another dose, or the depositor's remark. Unless noted, calls follow the shape of the dose curve; as a rule, active = well fitted curve in the direction sought with a large enough effect; inconclusive = small, poorly fitted or top-dose-only effect, or another doubt; inactive = no such curve, though single readings can be large; an effect the other way counts as inactive or inconclusive.

#	compound	MCF10A rerep	HT1080 IDH1KD tx	HT1080NT lethal	ATXN2 expr inh	S2 tox
1	Cc1ccc(-c2nnc(-c3ccccc3S(=O)(=O)Cc3ccc(Cl)cc3)o2)cc1	-8%	-23%	-26%	-14%	i
2	O=C(NC1CCCC1)C1c2ccccc2OCC(=O)N1C1CC1 (stereo not drawn)	/	12%	17%	10%	i
3	OCCN(Cc1ccccc1)Cc1nc(CC2CC2)no1	-2%	4%	0%	6%	i
4	Cc1cccc(-c2noc(CNC(=O)c3ccoc3C)n2)c1	21µM*	-6%	-2%	1%	i
5	CCOc1ccc(NC(=O)CSc2c3c(nc4ccccc24)CCCC3)cc1	/	/	/	?	25µM*
6	CCC(=O)NCCc1nc2ccccc2n1Cc1ccc(C)cc1	1%	8%	0%	1%	i
7	O=C1NC(c2ccccc2)=CC(c2ccccc2)N1 (stereo not drawn)	-1%	2%	9%	-14%	i
8	O=C(NCCCN1CCOCC1)c1cc(-c2ccc(Cl)c(Cl)c2)on1	-2%	2%	-6%	?	i
9	CCOC(=O)[C@H](CCc1ccccc1)N[C@@H](C)C(=O)N1CCC[C@@H]1C(=O)O	-38%[inhibitor]	4%	0%	1%	i
10	CC(=O)OC[C@@H]1CN(Cc2ccccc2)C[C@H](n2cnc3c(NC4CC4)ncnc32)O1	/	7%	22%	2%	i

#	IL1B secr inh	KB-3-1 cytotox	SW480 rereplic	KB-V1 MDR tox
1	0	?	-7%	?
2	42	1%	/	-40%
3	12	-11%	-2%	4%
4	-2	1%	27%	5%
5	/	0%	/	-7%
6	-28	0%	-6%	-20%
7	0	3%	1%	-1%
8	-12	-8%	-10%	-19%
9	3	0%	/	11%
10	-19	0%	/	3%

Among those listed so far, 2 contain a halogen:
#	compound	MCF10A rerep	HT1080 IDH1KD tx	HT1080NT lethal	ATXN2 expr inh	S2 tox
1	Cc1ccc(-c2nnc(-c3ccccc3S(=O)(=O)Cc3ccc(Cl)cc3)o2)cc1	-8%	-23%	-26%	-14%	i
8	O=C(NCCCN1CCOCC1)c1cc(-c2ccc(Cl)c(Cl)c2)on1	-2%	2%	-6%	?	i

#	IL1B secr inh	KB-3-1 cytotox	SW480 rereplic	KB-V1 MDR tox
1	0	?	-7%	?
8	-12	-8%	-10%	-19%

The results go on:
#	compound	MCF10A rerep	HT1080 IDH1KD tx	HT1080NT lethal	ATXN2 expr inh	S2 tox
11	Cc1cc2ccccc2nc1Br	3%	-4%	-6%	3%	i
12	O=C(NCc1ccc(F)cc1)c1ccc[nH]1	-1%	1%	7%	-4%	i
13	Cc1cccc(C)c1NC(=O)CN(C)S(=O)(=O)c1ccc(-c2ccc(=O)[nH]n2)s1	?	-1%	-6%	-15%	i
14	O=C(NCc1ccc(F)cc1)c1cccc2c1C(=O)N(Cc1cccnc1)C2	-6%	1%	0%	0%	i
15	O=C(N/N=C/c1cc([N+](=O)[O-])ccc1O)NC12CC3CC(CC(C3)C1)C2	?	-21%	-21%	3%	?
16	CCOC(=O)C1=NNC(C(=O)O)C1c1ccccc1 (stereo not drawn)	0%	0%	2%	1%	i
17	Cc1ccc(CC2SC(=Nc3ccccc3)N(c3ccccc3)C2=O)cc1 (stereo not drawn)	?	-11%	-13%	2%	i
18	COc1cc(OC)cc(C(=O)Nc2ccc(-c3nc4ccccc4o3)c(O)c2)c1	-5%	2%[9.24 µM]	?	11%	i
19	CCCCCCCCNCCS(=O)(=O)NCc1ccccc1	-19%	-20%	-3%	?	/
20	CCc1ccc(S(=O)(=O)NCc2ccc(N3CCN(C)CC3)cc2)cc1	?	-7%	-3%	13%	i

#	IL1B secr inh	KB-3-1 cytotox	SW480 rereplic	KB-V1 MDR tox
11	7	9%	-16%	0%
12	-10	11%	1%	-2%
13	-7	-14%	-25%	-20%
14	7	-8%	-1%	2%
15	27	-2%	/	-28%
16	6	0%	0%	-1%
17	-6	?	?	?
18	-13	-9%	-5%	-20%
19	-52*	?	6%	-14%
20	11	-6%	-5%	-4%

Molecules listed so far containing a COOH group, in the order listed:
#	compound	MCF10A rerep	HT1080 IDH1KD tx	HT1080NT lethal	ATXN2 expr inh	S2 tox
9	CCOC(=O)[C@H](CCc1ccccc1)N[C@@H](C)C(=O)N1CCC[C@@H]1C(=O)O	-38%[inhibitor]	4%	0%	1%	i
16	CCOC(=O)C1=NNC(C(=O)O)C1c1ccccc1 (stereo not drawn)	0%	0%	2%	1%	i

#	IL1B secr inh	KB-3-1 cytotox	SW480 rereplic	KB-V1 MDR tox
9	3	0%	/	11%
16	6	0%	0%	-1%

Next part.
#	compound	MCF10A rerep	HT1080 IDH1KD tx	HT1080NT lethal	ATXN2 expr inh	S2 tox
21	Cc1cc(C)c2c(=O)n(CC(=O)Nc3cccc(Cl)c3C)sc2n1	?	?	?	4%	i
22	CN(C)S(=O)(=O)c1ccc(C(=O)Nc2ccc(CN3CCCC3)cc2)cc1	-12%	-2%	-2%	-3%	i
23	COc1cc(C(=O)NNC(=O)CSc2nnc3ccccn23)cc(OC)c1OC	0%	-2%	4%[9.24 µM]	0%	i
24	COc1cccc(-c2nn(-c3ccccc3)cc2C(=O)O)c1	-10%	10%	11%	-3%	i
25	COc1cc(-c2nc3ccc4ccccc4c3c3c2CCC3)cc(OC)c1OC	16%	?	?	-18%	i
26	O=c1c(S(=O)(=O)c2ccc(Cl)cc2)cn(Cc2ccccc2)c2ccc(F)cc12	3%	?	-11%	-5%	i
27	COc1ccc(Cn2cc(CN3CC(N4CCN(CCN(C)C)CC4)CS3(=O)=O)nn2)cc1 (stereo not drawn)	/	9%	11%	7%	i
28	Cc1cccc(NC(=O)C(=O)NCC(c2ccc3c(c2)OCO3)N2CCN(c3ccccc3)CC2)c1 (stereo not drawn)	/	/	/	16%	i
29	CN(C)CC(C)(C)CNC(C(=O)Nc1ccc(Cl)cc1C(F)(F)F)c1ccccc1 (stereo not drawn)	3%	?	?	2%[11.3 µM]	i
30	COc1ccc(C)cc1Cn1nnc2ccccc21	11%	-1%	-3%	0%	i

#	IL1B secr inh	KB-3-1 cytotox	SW480 rereplic	KB-V1 MDR tox
21	3	?	?	?
22	5	-8%	-8%	-5%
23	-12	18%	-15%	?
24	27	12%	-3%	6%
25	-1	-3%	1%	-23%
26	-1	-10%	-4%	4.1µM*
27	14	3%	/	-1%
28	/	2%	/	12%
29	?	-3%	-7%	?
30	34	-2%	12%[9.22 µM]	13%

Remaining list, next part.
#	compound	MCF10A rerep	HT1080 IDH1KD tx	HT1080NT lethal	ATXN2 expr inh	S2 tox
31	O=C(C1CCN(S(=O)(=O)c2cccnc2)CC1)N1CCCCC1	6%	6%	-3%	-11%	i
32	Cc1ccnc(NC(=O)c2sc3cc(Cl)ccc3c2Cl)c1	3%	27%	14%	74%[activator]	i
33	COc1ccc(CC(=O)Nc2ccc(-c3nc4ccccc4s3)cc2Cl)cc1OC	/	/	/	-22%	i
34	CCc1csc(CCNC(=O)C2CCC(=O)N(Cc3ccccc3F)C2)n1 (stereo not drawn)	?	-1%	3%	3%	/
35	O=C(CN1C(=O)COc2ccc(Cl)cc21)NCC1CCCO1 (stereo not drawn)	-1%	17%	14%	7%	i
36	Cc1ccc(C(C)C)c(OCC(O)CN(C)Cc2ccccc2)c1 (stereo not drawn)	?	?	?	-36%	?
37	COc1ccc(N2C(=O)CC(Sc3nccc(C)n3)C2=O)c(OC)c1 (stereo not drawn)	/	4%	9%	/	i
38	Cn1cccc1-c1cc(C(=O)N/N=C/c2ccccc2Cl)[nH]n1	2%	22%	29%	25%	i
39	CC(=O)Nc1nc(-c2ccccc2)ns1	14%	1%	3%	35%	i
40	CN(CC(=O)Nc1ccc(F)cc1)CC(=O)Nc1ccc(F)c(F)c1F	-3%	-17%	-19%	-18%	i

#	IL1B secr inh	KB-3-1 cytotox	SW480 rereplic	KB-V1 MDR tox
31	21	7%	6%	-16%
32	-14	-1%	-11%	2%
33	/	-9%	/	-24%
34	5	31%	-2%	-18%
35	-23	-7%	-19%	-6%
36	-85*	-3%	21µM*	-18%
37	18	2%	/	-19%
38	?	1%	-3%	0%
39	3	-6%	-7%	-32%
40	0	3%	-6%	?

Next section:
#	compound	MCF10A rerep	HT1080 IDH1KD tx	HT1080NT lethal	ATXN2 expr inh	S2 tox
41	CCCCCCN=CC1=C(O)C(C(=O)OC)C(C)(C)CC1=O (stereo not drawn)	-2%	-2%	-10%	3%	i
42	CC(=O)c1ccc(N2CCN(S(=O)(=O)c3c(C(=O)N4CCCC4)c(C)n(C)c3C)CC2)cc1	12%	3%	0%	/	?
43	Cn1ccc2cc(S(=O)(=O)N3CCCC(C(=O)NCc4ccccc4)C3)ccc21 (stereo not drawn)	/	/	/	0%	i
44	CCCCN(CC)C(=O)/C=C/c1cccc([N+](=O)[O-])c1	?	9%	9%	6%	i
45	CCCOc1ccc(N2C(=O)CC(NCC(=O)OCC)C2=O)cc1 (stereo not drawn)	2%	21%	-3%	8%	i
46	COc1ccc(NC(=O)CN(c2cc(C)cc(C)c2)S(=O)(=O)c2c(C)noc2C)cc1	9%	-5%	10%	-7%	i
47	C=CCN(CC=C)C(=O)c1cccc(OC2CCN(S(=O)(=O)N(C)C)CC2)c1	5%	-2%	-12%	-10%	i
48	CCN(CC(=O)Nc1ccc2c(c1)OCCO2)CC(=O)Nc1ccc(C)c([N+](=O)[O-])c1	14%	4%	0%	3%	i

#	IL1B secr inh	KB-3-1 cytotox	SW480 rereplic	KB-V1 MDR tox
41	9	8%	-3%	4%
42	14	0%	-3%	-6%
43	/	-2%	/	-3%
44	?	1%	-2%	-5%
45	27	11%	-6%	21%
46	-12	?	-4%	?
47	9	-5%	0%	-20%
48	0	-5%	-6%	1%

Compound activity as filed in PubChem BioAssay.
